# Bioassay records deposited in PubChem by several laboratories.
# CCHF vOTU inh – blocks the CCHF virus ovarian tumor domain protease | CCHFV vOTU protease, Pep-AMC fluorescence | inhibition, % at 11.5 µM | actives 0.55% (n = 370,000) | AID 651958; further: 0% = vehicle wells with enzyme and 100% = no enzyme wells
# BoNT A protease – inhibitors of Botulinum neurotoxin A light chain protease. multiplex microsphere protease substrate cleavage, flow cytometry. inhibition, % at 10 µM. actives 0.17% (n = 360,000). AID 588499; in the data active means inhibition above about 30%; inconclusive means no clear call, values can overlap the other calls; further: plate controls were buffer without enzyme for full effect and enzyme alone for no effect
# GDH-TPI inh – GDH-TPI coupled enzyme inhibition counter-screen | inhibition, % at 4.8 µM | GDH-TPI coupled enzyme counterscreen, NADH absorbance | AID 588335 | actives 1.2% (n = 360,000);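 further: 0% = DMSO wells and 100% = wells lacking the enzyme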
# Mtb FBA inh – inhibits M. tuberculosis FBA enzyme | P9WQA3 | actives 2.3% (n = 360,000) | inhibition, % at 1 µM | purified M. tuberculosis FBA, fluorescence read-out | AID 588726; in the data active means inhibition above about 27%;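 further: 0% = vehicle and 100% = reference inhibitor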
# Target sequence (P9WQA3 whole entry, looked up): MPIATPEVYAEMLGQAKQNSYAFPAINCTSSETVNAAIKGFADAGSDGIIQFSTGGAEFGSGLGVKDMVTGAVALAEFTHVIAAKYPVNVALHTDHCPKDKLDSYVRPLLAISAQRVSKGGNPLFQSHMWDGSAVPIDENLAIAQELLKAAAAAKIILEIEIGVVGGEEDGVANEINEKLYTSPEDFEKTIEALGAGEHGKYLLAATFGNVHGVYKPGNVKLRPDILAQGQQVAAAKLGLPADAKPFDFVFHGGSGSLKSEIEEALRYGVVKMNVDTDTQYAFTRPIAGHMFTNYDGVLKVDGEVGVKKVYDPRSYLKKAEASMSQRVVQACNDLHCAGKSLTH
# FadD28 FP inh – inhibitors of Mycobacterium tuberculosis FadD28 bisubstrate binding; AID 588549; actives 0.22% (n = 360,000); inhibition, % at 12.5 µM; FadD28 bisubstrate probe binding, fluorescence polarization; in the data active means inhibition above about 8.5%, passing the limit was not always enough; inconclusive means no clear call, values can overlap the other calls
# PrPC surface inh – reduces human prion protein on the cell surface; AID 720596; cell surface PrPC, TR-FRET read-out; P04156; inhibition, % at 13.8 µM; actives 0.43% (n = 370,000); in the data active means inhibition above about 24%; further: 0% = median of the test wells and 100% = reference compound wells
# BoNT F protease – inhibitors of Botulinum neurotoxin F light chain protease | Multiplex microsphere protease cleavage assay, flow cytometry | inhibition, % at 10 µM | actives 0.22% (n = 360,000) | AID 588497; in the data active means inhibition above about 35%, passing the limit was not always enough; inconclusive means no clear call, values can overlap the other calls; further: plate controls were buffer without enzyme for full effect and enzyme alone for no effect
# Mtb BioA inh – blocks M. tuberculosis BioA enzyme activity | purified M. tuberculosis BioA enzyme, plate reader | inhibition, % at 9.99 µM | actives 0.096% (n = 360,000) | AID 602481; in the data active means inhibition above about 40%; inconclusive means no clear call, values can overlap the other calls
# UGM FP inh – inhibitors of M. tuberculosis UDP-galactopyranose mutase; P9WIQ1; purified UGM, fluorescence polarization probe displacement; inhibition, % at 10 µM; actives 0.06% (n = 320,000); in the data active means inhibition above about 10%, passing the limit was not always enough; inconclusive means no clear call, values can overlap the other calls
# Target sequence (P9WIQ1 whole entry, looked up): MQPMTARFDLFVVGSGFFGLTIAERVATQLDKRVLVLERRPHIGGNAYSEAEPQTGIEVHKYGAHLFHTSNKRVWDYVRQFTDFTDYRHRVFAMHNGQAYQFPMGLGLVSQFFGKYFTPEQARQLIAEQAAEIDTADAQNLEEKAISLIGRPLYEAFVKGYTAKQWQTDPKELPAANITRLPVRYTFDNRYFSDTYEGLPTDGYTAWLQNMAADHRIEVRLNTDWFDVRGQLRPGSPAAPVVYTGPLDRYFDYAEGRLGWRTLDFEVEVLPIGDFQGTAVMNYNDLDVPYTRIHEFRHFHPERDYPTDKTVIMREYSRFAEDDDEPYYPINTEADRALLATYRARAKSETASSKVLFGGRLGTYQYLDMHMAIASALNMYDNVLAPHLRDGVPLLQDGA
# The depositor's hits bear a star; ? = inconclusive; / = no result given; & = joins results of further samples. Unless noted, no stated cut-off is given here; in the data, active means inhibition above about 30%; inactive means the rest.
# Each structure is followed by: CCHF vOTU inh	BoNT A protease	GDH-TPI inh	Mtb FBA inh	FadD28 FP inh	PrPC surface inh	BoNT F protease	Mtb BioA inh	UGM FP inh
- Cc1ccc2c(c1)N(C(=O)CCC(=O)NC1CCCCCC1)CC(C)O2 (configuration not stated)
 : 6	-0.7	11	5	-1.1	0	-10	-0.6	-3.0
- COc1ccc(NC(C)C(=O)N/N=C/c2c(O)ccc3ccccc23)cc1 (configuration not stated)
 : -3	-0.7	6	-3	-1.8	3	20	-0.7	-1.5
- O=C(CSc1nnc(NC(=O)c2ccco2)s1)Nc1ccc(F)cc1F
 : -1	-0.6	-4	0	-2.5	5	8	1.4	-1.0
- CCOC(=O)c1cn2nc(Oc3ccc(C)cc3)ccc2n1
 : -14	/	0	2	0.6	8	/	-5.6	0.8
- COc1ccccc1N(Cc1ccccc1)S(=O)(=O)c1cccc(C(=O)Nc2ccc(C)cn2)c1
 : 12	-2.2	11	-1	-1.6	-6	14	-1.7	1.3
- COc1ccc(OC)c(/C=N/N(C)c2ccccc2)c1
 : 24	-0.5	22	1	-0.7	-1	0	-0.8	-1.5
- CC(=O)NC(=S)Nc1ccc(NC(=O)c2cccnc2)cc1
 : -7	-2.0	15	-3	-1.3	7	-12	2.5	1.3
- Cc1ccc(S(=O)(=O)Nc2cccc3c2O[C@H](CN(C)Cc2ccccc2)[C@@H](C)CN([C@H](C)CO)C3=O)cc1
 : 1	-0.7	-9	2	0.1	11	-4	-0.4&1.2	5.6
- CCOc1ccc(OCCOc2ncnc3ccccc23)cc1
 : 6	0.1	2	-2	-2.4	3	12	-0.8	-0.1
- CCOC(=O)CC1C(=O)NCCN1C(=O)Nc1ccc(Cl)cc1 (configuration not stated)
 : 0	-0.2	9	1	-0.9	2	-7	0.6	0.5

# Entries shown so far with a halogen (two):
# Each structure is followed by: CCHF vOTU inh	BoNT A protease	GDH-TPI inh	Mtb FBA inh	FadD28 FP inh	PrPC surface inh	BoNT F protease	Mtb BioA inh	UGM FP inh
- O=C(CSc1nnc(NC(=O)c2ccco2)s1)Nc1ccc(F)cc1F
 : -1	-0.6	-4	0	-2.5	5	8	1.4	-1.0
- CCOC(=O)CC1C(=O)NCCN1C(=O)Nc1ccc(Cl)cc1 (configuration not stated)
 : 0	-0.2	9	1	-0.9	2	-7	0.6	0.5

# A draw from above in order of SMILES length, high to low.
# Each structure is followed by: CCHF vOTU inh	BoNT A protease	GDH-TPI inh	Mtb FBA inh	FadD28 FP inh	PrPC surface inh	BoNT F protease	Mtb BioA inh	UGM FP inh
- COc1ccccc1N(Cc1ccccc1)S(=O)(=O)c1cccc(C(=O)Nc2ccc(C)cn2)c1
 : 12	-2.2	11	-1	-1.6	-6	14	-1.7	1.3
- CC(=O)NC(=S)Nc1ccc(NC(=O)c2cccnc2)cc1
 : -7	-2.0	15	-3	-1.3	7	-12	2.5	1.3
- CCOc1ccc(OCCOc2ncnc3ccccc23)cc1
 : 6	0.1	2	-2	-2.4	3	12	-0.8	-0.1

# Remaining list, next part
# Each structure is followed by: CCHF vOTU inh	BoNT A protease	GDH-TPI inh	Mtb FBA inh	FadD28 FP inh	PrPC surface inh	BoNT F protease	Mtb BioA inh	UGM FP inh
- COc1cccc(/C=N/NC(=S)Nc2cccc(S(=O)(=O)N(C)C)c2)c1
 : 5	-1.1	17	1	-7.5	2	3	-1.5	0.8
- Cc1c(C(=O)N(Cc2nnc(-c3ccccc3Cl)o2)C2CC2)oc2ccccc12
 : -1	-1.9	2	-2	-1.7	3	-7	2.0	0.1
- Cn1ccc(C(=O)Nc2cccnc2Cl)n1
 : 16	2.1	-5	-3	-3.9	1	11	0.1	/
- O=C(CN(C(=O)c1csnn1)c1ccccc1Cl)NC1CCCCC1
 : 10	2.4	0	0	-2.4	12	-2	-0.5	/
- CCC(CO)Oc1cc(NC(=O)c2ccc(F)cc2)c2ncn(C(C)C)c2c1 (configuration not stated)
 : 6	0.0	-3	0	-0.4	-5	-4	0.8&2.1	-0.8
- O=C(OCCCN1CCCCC1)c1ccc(O)cc1
 : 3	0.3	4	3	-1.7	-8	-23	-1.4	-1.3
- Cc1cc(C)c(C)c(OCCCCn2cnc3ccccc3c2=O)c1
 : 13	0.1	-3	2	-2.1	10	-1	1.8	1.8
- O=C(Nc1ccc2nc(-c3cccs3)c(-c3cccs3)nc2c1)N1CCOCC1
 : -6	68*	10	5	-1.7	-10	29	-0.7	2.1
- CN(C)c1ccc(N/C=C/C(=O)C(F)(F)F)cc1
 : 65*	-0.5	9	-1	-0.7	-10	-2	/	-1.2
- O=C(CSc1cccc[n+]1[O-])N1CCCc2ccccc21
 : 0	0.8	-2	-1	-1.6	4	-3	/	3.3
- CC1CCc2c(sc(NC(=O)COC(=O)c3ccccc3NCc3ccco3)c2C#N)C1 (configuration not stated)
 : -3	-0.7	-4	1	-1.7	-2	-2	-1.0	-0.6
- COc1cc(/C=C/C(=O)NCc2cccnc2)cc(OC)c1OC
 : -3	-0.5	11	26	-2.1	-4	0	1.8	2.0
- CSc1ccc(/C=C/c2ccc3cccc(O)c3n2)cc1
 : 0	-1.1	8	-3	-0.1	-22	-10	/	1.3
- Cc1c(C(=O)N/N=C/c2ccccc2)[nH]c2ccc(Cl)cc12
 : 11	-0.6	11	0	-2.5	20	0	/	-3.7
- Cc1coc2cc3oc(=O)c(Cc4ccccc4)c(C)c3cc12
 : -13	-0.1	12	7	-1.3	3	-1	/	2.8
- COc1ccc(C)cc1S(=O)(=O)N1CCN(S(=O)(=O)c2cc(C)ccc2OC)C(C)C1 (configuration not stated)
 : -5	0.5	14	0	-2.9	-1	5	-0.2	0.0
- Nc1ncn(C23CC4CC(CC(C4)C2)C3)n1
 : -15	-0.2	-2	-2	-2.1	3	-5	-1.7	3.8
- O=S(=O)(c1ccc2[nH]c3c(c2c1)CCCC3)N1CCCCC1
 : 12	/	4	0	-2.1	6	/	-1.1	-2.2
- Cc1nc(SCC(=O)NCCN2C(=O)CSC2=O)nc(C)c1C
 : -8	3.4	0	2	/	-4	-4	1.6	2.3
- CCn1c(=O)c2sccc2n(Cc2ccccc2)c1=O
 : /	-0.3	-7	1	-4.1	/	-6	1.0	-0.7

# The list goes on:
SMILES	CCHF vOTU inh	BoNT A protease	GDH-TPI inh	Mtb FBA inh	FadD28 FP inh	PrPC surface inh	BoNT F protease	Mtb BioA inh	UGM FP inh
O=C(CN1CCOCC1)Nc1ccc(N2CCN(c3ccccc3)CC2)c(F)c1	2	-2.6	5	6	0.7	5	-2	-4.7	0.3
COc1ccccc1N1CCN(C(=O)c2ccc3c(=O)n4c(nc3c2)CCCCC4)CC1	12	-0.4	6	1	-1.7	-5	-7	6.7	-2.7
CC1(C)Cc2ccccc2C(=NC(Cc2ccccc2)C(=O)O)N1 (configuration not stated)	5	3.4	7	1	0.4	-3	?	-2.9	0.5
CN1C(=O)N(c2ccc(Cl)cc2)C(C)(O)CC1(C)C (configuration not stated)	0	-1.6	10	3	-0.5	-1	-3	-1.0	2.2
Clc1ccc(CNCc2cccs2)c(Cl)c1	-11	-0.1	9	-3	0.9	-4	-11	/	-0.8
CC(=O)CCc1c(C)nc2ccc(C)cc2c1Cl	-6	-0.3	8	2	-1.0	8	6	/	-2.8
CC(C)CCOP(=O)(c1ccccc1)c1ccccc1	-11	2.3	6	3	-0.6	4	27	/	0.4
Cc1cc(OCc2nn[nH]n2)c2c(C)c(Cc3ccccc3)c(=O)oc2c1	-36	-0.1	3	105*	-7.3	-5	-3	12	-0.4
O=C(Nc1ccccc1OC(F)F)c1ccc(S(=O)(=O)N2CCOCC2)cc1	10	3.1	-1	-2	-0.3	2	2	-0.5	0.3
CCc1nnc(NC(=O)Nc2ccccc2OC)s1	6	?	2	0	-0.9	-3	1	0.1	0.8
CNC(=O)N(O)C1N(NC(=O)Nc2cccc3ccccc23)C(=S)SC1(C)C (configuration not stated)	-3	-0.1	5	2	0.9	2	-3	/	-2.0
COc1ccc(C(=O)N/C(=C/c2cccs2)C(=O)NN)cc1OC	3	/	11	2	-0.7	0	/	-3.8	0.4
CCc1nnc(SCCSc2nnc(CC)n2N)n1N	4	-0.2	8	1	-0.5	-3	2	0.2	-1.8
COCCNC(=O)C(=O)N/N=C(\C)CC(=O)Nc1cccc(C(F)(F)F)c1	8	?	7	-1	-0.3	-5	?	/	1.7
O=[N+]([O-])c1cccc(S(=O)(=O)N2CCCCCC2)c1	-1	-0.2	0	-6	0.9	-12	0	-1.4	1.7
CN(C)c1ccc(C2NC(=O)c3ccccc3N2)cc1 (configuration not stated)	1	1.0	5	5	-2.5	3	?	-0.2	2.6
COc1cc(OC)cc(-c2cc3nc(C)c(CCC(=O)NCc4ccccc4)c(C)n3n2)c1	15	-1.1	13	13	-0.5	13	1	0.3	3.6
CC(=O)N1CCCc2cc(S(=O)(=O)Nc3ccccc3C)ccc21	-2	-0.2	-11	-2	-0.5	-7	0	0.2	-0.2
Cc1ccc(-c2csc(N(CCCN(C)C)C(=O)c3ccco3)n2)cc1	0	0.7	-2	1	-4.5	-13	-6	/	0.4
COC(=O)c1[nH]c2ccc(Cl)cc2c1NC(=O)C1CC1	7	1.3	17	27	-1.3	-7	-4	-0.4	-0.5
Cc1ccc(C(=O)NCCc2nnc3ccc(SCC(=O)Nc4ccccc4C)nn23)cc1	-21	0.7	2	4	2.1	-10	4	/	/
C=CCn1c(SCc2nc3ccccc3[nH]2)nnc1-c1cccc(OC)c1	-6	0.7	-3	4	-2.9	6	2	8.9	-3.0
Cc1ccc(S(=O)(=O)CCC(=O)c2cccc([N+](=O)[O-])c2)cc1	-7	2.8	-4	4	3.3	-7	6	-1.8	0.2
COc1ccc(CCNC(=O)CCC(=O)N2CC(C)Oc3ccccc32)cc1OC (configuration not stated)	-2	-1.2	7	4	-1.3	-3	-6	1.3	2.6
O=C(OCC(=O)c1ccc(Cl)cc1Cl)c1cnccn1	-5	4.6	-2	-1	-0.9	7	16	-1.4	0.2
O=C(O)c1ccc(CSc2ncnc3c2cnn3Cc2ccccc2)cc1	-9	-0.5	2	0	-2.1	2	6	-1.0	/
CCc1nnc(NC(=O)CN2C(=O)CCC2=O)s1	2	-0.3	7	5	-1.0	-3	0	-0.5	0.1
CCCCc1c(-c2ccccc2OC)ncn1CCc1cccc(F)c1	22	-0.5	/	/	/	-4	-2	/	/
COc1cc(C(=O)N/N=C/c2coc3ccc(Cl)cc3c2=O)ccc1O	-3	2.9	6	0	-4.8	-1	0	-1.1	-5.9
C=CCOc1ccccc1CN1CCC(n2nccc2NC(=O)c2ccccc2)CC1	11	-1.4	-3	-2	-2.0	-4	-6	-1.0	0.5
COc1ccc(N2C(=O)CSC2c2ccc([N+](=O)[O-])cc2)cc1 (configuration not stated)	-1	-5.3	-3	1	-0.5	-12	-14	6.5	-0.4
CCc1nnc(NS(=O)(=O)c2ccc(NC(=O)c3cccc(OC)c3)cc2)s1	4	1.3	3	0	-0.2	-5	-8	0.6	2.3
COc1ccccc1N(C(=O)Cn1nnc2ccccc21)C(C(=O)NCc1ccco1)c1ccc(C)o1 (configuration not stated)	14	-0.7	-3	-2	-0.1	-1	-21	0.5	2.7
COc1cc(F)ccc1-c1csc(C(NC(C)=O)c2ccc(F)c(F)c2)n1 (configuration not stated)	6	0.2	-5	-3	-2.7	-4	0	-1.3	/
COc1ccc(N2CCN(C(=O)CCC(=O)N3CC(C)Oc4ccc(C)cc43)CC2)cc1 (configuration not stated)	14	0.4	4	0	-0.4	0	-2	0.6	0.9
COC(=O)c1cn(NC(=O)CC2CCCCC2)c(=O)c2ccccc12	7	-0.2	3	3	-1.0	10	17	-0.3	1.4
